# Source: PubChem BioAssay
# PrPC surface inh: inhibitors of human cell surface prion protein PrPC, primary screen, cell-based, TR-FRET. TR-FRET read-out. 370,000 tested, 0.43% active. AID 720596, 2013. inhibition, % at 13.8 µM; in the data active = inhibition above about 24%; note: 0% = median of the test wells and 100% = reference compound wells
# BoNT-F LC inh: BoNT/F light chain protease inhibitors, primary screen, biochemical, flow cytometry, MLPCN library; 360,000 tested, 0.22% active; inhibition, % at 10 µM; Multiplex microsphere protease cleavage assay; in the data active = inhibition above about 35%, passing the limit was not always enough; inconclusive = no clear call, values can overlap the other calls; note: plate controls were buffer without enzyme for full effect and enzyme alone for no effect
# GDH-TPI counter: GDH-TPI coupling enzyme inhibitors, primary screen, artefact control for M. tuberculosis FBA inhibitor project, biochemical, absorbance, full deck | GDH-TPI coupled enzyme counterscreen, NADH absorbance | inhibition, % at 4.8 µM | 360,000 tested, 1.2% active | AID 588335, 2011;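 note: 0% = DMSO wells and 100% = wells lacking the enzyme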
# Mtb FBA inh: Mtb FBA enzyme inhibitors, primary screen, biochemical, fluorescence, strain H37Rv; 360,000 tested, 2.3% active; purified M. tuberculosis FBA, fluorescence read-out; inhibition, % at 1 µM; Fructose-bisphosphate aldolase (Mycobacterium tuberculosis (strain ATCC 25618 / H37Rv)), …; in the data active = inhibition above about 27%;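 note: 0% = vehicle and 100% = reference inhibitor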
# Target sequence (P9WQA3 whole entry, looked up): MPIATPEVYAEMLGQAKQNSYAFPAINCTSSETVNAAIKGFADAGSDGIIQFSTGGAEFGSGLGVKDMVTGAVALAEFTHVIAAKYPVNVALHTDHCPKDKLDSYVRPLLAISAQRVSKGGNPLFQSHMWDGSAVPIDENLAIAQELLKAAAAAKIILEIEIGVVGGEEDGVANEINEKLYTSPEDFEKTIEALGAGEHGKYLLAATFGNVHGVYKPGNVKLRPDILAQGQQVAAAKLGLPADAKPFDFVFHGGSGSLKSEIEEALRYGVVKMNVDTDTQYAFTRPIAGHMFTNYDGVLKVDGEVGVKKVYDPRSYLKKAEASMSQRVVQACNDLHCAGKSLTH
# FadD28 binding: inhibitors of FadD28 bisubstrate probe binding, primary screen, biochemical, fluorescence polarization, single point. inhibition, % at 12.5 µM. 360,000 tested, 0.22% active; in the data active = inhibition above about 8.5%, passing the limit was not always enough; inconclusive = no clear call, values can overlap the other calls
# BoNT A protease: BoNT/A light chain protease inhibitors, primary screen, biochemical, flow cytometry, MLPCN library; multiplex microsphere protease substrate cleavage; inhibition, % at 10 µM; AID 588499, 2011; 360,000 tested, 0.17% active; in the data active = inhibition above about 30%; inconclusive = no clear call, values can overlap the other calls; note: plate controls were buffer without enzyme for full effect and enzyme alone for no effect
# BioA inh: M. tuberculosis BioA enzyme inhibitors, primary screen, biochemical, plate reader, single point, HTS; 360,000 tested, 0.096% active; purified M. tuberculosis BioA enzyme; AID 602481, 2012; inhibition, % at 9.99 µM; in the data active = inhibition above about 40%; inconclusive = no clear call, values can overlap the other calls
# CCHF vOTU inh: CCHFV vOTU protease inhibitors, primary screen, biochemical, Pep-AMC substrate, fluorescence; 370,000 tested, 0.55% active; inhibition, % at 11.5 µM; note: 0% = vehicle wells with enzyme and 100% = no enzyme wells
# UGM FP inh: M. tuberculosis UGM enzyme inhibitors, primary screen, biochemical, fluorescence polarization, single point | UDP-galactopyranose mutase (Mycobacterium tuberculosis (strain ATCC 25618 / H37Rv)), … | purified UGM, fluorescence polarization probe displacement | 320,000 tested, 0.06% active | inhibition, % at 10 µM; in the data active = inhibition above about 10%, passing the limit was not always enough; inconclusive = no clear call, values can overlap the other calls
# Target sequence (P9WIQ1 whole entry, looked up): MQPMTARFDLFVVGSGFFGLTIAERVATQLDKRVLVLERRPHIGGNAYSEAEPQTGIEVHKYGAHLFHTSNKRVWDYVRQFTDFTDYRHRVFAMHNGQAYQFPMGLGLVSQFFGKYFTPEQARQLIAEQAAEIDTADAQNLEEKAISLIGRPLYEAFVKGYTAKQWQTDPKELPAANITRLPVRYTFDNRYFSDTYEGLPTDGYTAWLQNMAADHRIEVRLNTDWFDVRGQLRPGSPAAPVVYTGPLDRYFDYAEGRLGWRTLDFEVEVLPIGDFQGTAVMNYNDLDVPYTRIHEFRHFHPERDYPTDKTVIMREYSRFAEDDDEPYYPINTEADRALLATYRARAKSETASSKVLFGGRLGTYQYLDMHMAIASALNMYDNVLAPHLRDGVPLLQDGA
# * marks the source's active call; other numbers are inactive results; ? = inconclusive; . = no result given; & = joins results of further samples. Cut-off read from the data, not from the text of the source, unless noted: active = inhibition above about 30%; inactive = the rest.
# Start of the data: the first 4 compounds (preview)
smiles	PrPC surface inh	BoNT-F LC inh	GDH-TPI counter	Mtb FBA inh	FadD28 binding	BoNT A protease	BioA inh	CCHF vOTU inh	UGM FP inh
CCOCCCNS(=O)(=O)c1ccc2c(c1)CCN2C(C)=O	-6	?	7	2	-1.6	0.9	-0.3	3	1.8
Cc1cn(C2OC[C@@H](O)[C@@H]2CO)c(=O)[nH]c1=O (some centres not stated)	2	-16	-2	1	-2.3	-2.4	-0.7	0	3.0
Cc1ccc(NC(=O)CCS(=O)(=O)c2ccccc2)cc1S(=O)(=O)N1CCOCC1	-2	1	-3	3	0.3	-0.5	.	-5	1.8
O=C(COc1ccccc1[N+](=O)[O-])N(Cc1ccco1)C1CCS(=O)(=O)C1 (configuration not stated)	-2	8	10	-4	-1.1	2.7	-0.2	5	0.5

# Results (from the top)
smiles	PrPC surface inh	BoNT-F LC inh	GDH-TPI counter	Mtb FBA inh	FadD28 binding	BoNT A protease	BioA inh	CCHF vOTU inh	UGM FP inh
CCOCCCNS(=O)(=O)c1ccc2c(c1)CCN2C(C)=O	-6	?	7	2	-1.6	0.9	-0.3	3	1.8
Cc1cn(C2OC[C@@H](O)[C@@H]2CO)c(=O)[nH]c1=O (some centres not stated)	2	-16	-2	1	-2.3	-2.4	-0.7	0	3.0
Cc1ccc(NC(=O)CCS(=O)(=O)c2ccccc2)cc1S(=O)(=O)N1CCOCC1	-2	1	-3	3	0.3	-0.5	.	-5	1.8
O=C(COc1ccccc1[N+](=O)[O-])N(Cc1ccco1)C1CCS(=O)(=O)C1 (configuration not stated)	-2	8	10	-4	-1.1	2.7	-0.2	5	0.5
O=C(O)c1cccc2c1C(=O)c1cc([N+](=O)[O-])cc([N+](=O)[O-])c1-2	-54	2	27	-4	-16	0.4	0.4	6	.
CCOCCCNC(=O)CN1C(=O)COc2ccc(S(=O)(=O)N3CCC(C)CC3)cc21	.	-14	-10	6	0.5	-4.4	-3.2	.	-3.0
Cc1ccc2oc(-c3ccco3)nc2c1	2	0	9	23	-2.7	0.1	0.4	-7	-0.5
COc1ccc(C)cc1S(=O)(=O)N1CCN(C(=O)c2ncoc2-c2ccc(C)cc2)CC1	0	11	-1	-5	-1.3	0.7	1.3	-10	-0.4
Cc1ccnc2nc(C(=O)NCCc3ccc(F)cc3)nn12	4	1	13	4	-1.0	-0.1	.	5	-3.0
O=C1NC(=S)N(c2ccc(Cl)cc2)C(=O)/C1=C/N1CCN(C(=O)c2ccco2)CC1	-1	-4	13	4	2.3	-0.6	.	-9	0.8
C=CCNC(=O)C(=O)NN=C1CCN(C)CC1	-4	-18	9	1	-1.2	-3.1	.	-10	-0.4
CCOC(=O)C1(CC2CCCCO2)CCN(C(=O)Nc2ccccc2)CC1 (configuration not stated)	-1	-6	4	5	0.3	-2.0	-3.0	-10	-1.4
O=C(Nc1ccc(N2CCOCC2)cc1)c1ccc([N+](=O)[O-])cc1	-28	-3	4	2	-2.5	-1.5	.	4	2.1
CCN(CC)c1nc(C#N)cc(-c2ccc(OC)cc2)n1	-2	-4	-2	6	-3.7	3.9	10	6	-1.3
c1ccc(CSc2ccc3nnc(-c4ccccn4)n3n2)cc1	-2	-7	-4	2	-2.0	-1.0	.	1	-1.3
COC(=O)c1ccc(Nc2nnc(-c3ccc(C)c(S(=O)(=O)NCC4CCCO4)c3)c3ccccc23)cc1 (configuration not stated)	-4	3	23	0	-0.9	11	-0.4	1	-0.2
CCCCCCCCC(=O)Nc1cc(C)ccc1OC	9	-9	-1	-2	-2.5	-0.9	.	4	-2.1
O=C(Nc1ccc2nc(-c3cccs3)[nH]c2c1)c1cccs1	-17	-22	54*	9	1.2	-0.2	21	14	-0.2
COC(=O)c1ccc(N2C(=O)CC(N3CCN(C(=O)c4ccco4)CC3)C2=O)cc1 (configuration not stated)	-1	2	6	1	0.2	2.0	1.1	6	-2.5
O=C(CCCn1c(=O)c2ccccc2n(CC(=O)N2CCN(c3ccccc3)CC2)c1=O)NCc1ccco1	4	2	8	2	-2.6	1.2	-1.3	16	1.9
CC(=O)c1cccc(NC(=O)C2CCCN2S(=O)(=O)c2ccccc2C(F)(F)F)c1 (configuration not stated)	4	2	11	4	-8.4	0.0	-0.8	12	.
COC(=O)c1ccc(NC(=O)CN2CCN(CC#N)CC2)cc1	-2	1	-7	-1	1.7	-1.9	-1.0	1	-3.2
CC(C)c1cc(C(=O)O)c2ccccc2n1	-3	-4	2	4	-2.0	-1.5	0.8	7	2.8
Cc1ccc(S(=O)(=O)NNC(=O)C2CC=CCC2C(=O)O)cc1 (configuration not stated)	-4	-5	4	1	-1.9	-1.0	.	-14	0.7
O=c1[nH]c(=S)[nH]c(O)c1C(c1ccccn1)c1c(O)[nH]c(=S)[nH]c1=O	10	-6	12	-2	-2.2	0.2	.	-1	-0.2
COc1cc(OC)c(OC)cc1CN1CCN(c2ccccc2OC)CC1	2	-5	6	1	-4.1	?	-1.4	0	-0.4
Brc1ccccc1OCCN1CCCC1	-1	-4	-1	2	-2.1	0.7	0.0	-2	-2.5
O=C(NC1CCSC1)c1cccc(Cl)c1 (configuration not stated)	-4	?	2	-3	-0.6	2.5	-0.9	-13	1.5
COc1ccccc1N1CCN(C(=O)CCCC2=NS(=O)(=O)c3ccccc3N2)CC1	-3	0	15	5	-3.4	1.2	0.5	-6	1.4
CCOC(=O)c1ccc(NC(=S)N(CCN(C)C)C(C)c2ccncc2)cc1 (configuration not stated)	7	10	-8	2	-1.5	-1.6	2.2	11	1.0
O=C(NC1CCN(Cc2ccccc2)CC1)c1[nH]c(C(F)(F)F)nc1-c1ccccc1	5&-6	-3&4	.	0&1	-2.3&-0.7	0.0&-1.2	0.5&1.1	1&4	.
CS(=O)(=O)N(CC(=O)Nc1ccccc1F)C1CCCCC1	3	-13	8	2	-11	-1.6	-4.2	7	-1.9
O=[N+]([O-])c1ccc(/C=C2\CCC(C3=CCCC3)=C2N2CCOCC2)cc1	-9	-12	10	1	0.8	6.0	.	-2	0.9
COc1ccc(CNC(=O)OCCN2CCN(Cc3ccccc3)CCC2=O)cc1	0	-8	-3	0	-0.4	1.0	0.9	0	0.7
Nn1cnc2scc(-c3cccs3)c2c1=O	-4	-2	2	3	-1.2	-1.3	-1.3	-9	1.3
COC(=O)c1ccccc1C(=O)N1CCC(CCC(=O)NC2CC2)CC1	-1	-20	5	-2	-4.3	-12	-0.1	-6	0.2
O=C(Cn1c(NCCO)nc2ccccc21)c1ccc([N+](=O)[O-])cc1	-31	2	10	3	1.2	-0.5	-2.3	-8	1.7
CC1CCCCC12NC(=O)N(CC(=O)c1ccc3c(c1)OCO3)C2=O (configuration not stated)	-2	-2	4	8	-0.5	1.9	.	-2	1.8
CC(NC(=O)c1ccccc1Br)c1ccc2c(c1)CCCC2 (configuration not stated)	-6	-17	5	5	1.6	-0.5	-1.2	1	-3.9
COC(CNC(=O)C(=O)NCC1CCCN1S(=O)(=O)c1cccs1)OC (configuration not stated)	5	2	12	4	-2.0	-0.2	0.2	-4	-1.3
CCOc1cc(S(=O)(=O)N(CC)CC)ccc1Cl	1	-3	0	5	-1.4	0.1	.	-2	-4.9
Cc1cc(C)nc(N2CCCC(C(=O)NCCc3cccc(F)c3)C2)n1 (configuration not stated)	.	-12	-5	7	-1.2	-0.5	.	.	0.9
COc1ccc(C2OC(=O)C(C)(C)C(=O)C2(C)C)cc1OC (configuration not stated)	3	?	-4	0	-1.5	?	-0.8	-19	2.0
CC1(C)Cc2c(cnn2-c2ccc(F)cc2)C(NC(=O)Cn2cncn2)C1 (configuration not stated)	-3	-15	1	3	-0.8	-2.1	1.6	6	0.2
c1cncc(-c2noc(-c3cccc4ccccc34)n2)c1	8	-8	4	28*	-2.0	0.4	-0.5	21	-1.0
O=C1NC(=O)N(c2ccccc2)C1=O	-4	7	-3	-1	1.5	-2.6	-1.2	14	-3.4
Cc1cc(NC(=O)CSc2nnc(-c3ccc([N+](=O)[O-])cc3)o2)no1	-17	0	-6	2	-4.7	2.1	-0.1	-5	0.8
C/C(CCc1ccccc1)=N/NC(=O)C(=O)NC(C)c1ccccc1 (configuration not stated)	4	0	-10	-4	-4.4	0.0	.	-4	0.8
COC(=O)c1cc(C#N)c(Oc2ccccc2)nc1C	3	-15	4	1	-2.5	0.6	-0.4	12	-0.3
Nc1nc2ccccc2n1C(=O)c1ccc(F)cc1	-3	-4	10	2	-3.2	-0.3	.	-6	-3.3

# The list continues:
smiles	PrPC surface inh	BoNT-F LC inh	GDH-TPI counter	Mtb FBA inh	FadD28 binding	BoNT A protease	BioA inh	CCHF vOTU inh	UGM FP inh
Nc1o[nH]c(=O)c1C1CCCCC1	-3	-4	-1	-2	-2.4	-0.2	-0.2	8	.
O=C(Nn1c(-c2ccncc2)nc2ccccc2c1=O)c1ccccc1Br	2	-6	1	1	-0.2	0.2	.	-13	1.0
CC(=O)c1ccc(NC(=O)C(C)OC(=O)c2ccc(NS(=O)(=O)c3ccc(F)c(F)c3)cc2)cc1 (configuration not stated)	-7	-7	17	0	-0.3	-1.8	.	0	-2.3
Cc1ccc(NCc2nnc(SCC(=O)Nc3ccccc3)n2CC2CCCO2)c(C)c1 (configuration not stated)	4	-4	5	2	-1.0	-0.3	.	-5	3.7
COC(=O)CCc1sc(Nc2ccc(Br)cc2)nc1-c1ccc(OC)cc1	9	-11	7	1	0.4	-1.5	-1.0	-4	0.6
COc1ccc(C(=O)NCCc2nnc(SCC(=O)Nc3ccccc3C(C)C)n2C)cc1	-7	0	-14	0	-4.0	0.1	-0.5	-5	0.5
CNC(=O)OCc1ncn(-c2ccccc2)c1COC(=O)NC	3	-8	.	7	-0.7	-0.7	-0.1	-3	.
COc1ccc(N2CCN(C(c3cc(OC)ccc3OC)c3nnnn3CC3CCCO3)CC2)cc1 (configuration not stated)	-1	27	8	1	1.0	1.8	-1.2	14	0.2
CCCN(CC(=O)Nc1ccccc1C)C(=O)C1CC(=O)N(Cc2ccccc2)C1 (configuration not stated)	-5	.	-3	1	-3.4	.	0.1	-1	-0.7
CCOC(=O)N1CCC(NC(=O)CCC(=O)N2CC(C)Oc3ccc(Cl)cc32)CC1 (configuration not stated)	2	-2	-3	1	-2.3	-0.8	2.4	1	0.9
CC[C@H]1c2[nH]c3ccccc3c2C[C@H]2C(=O)N(c3ccc(F)cc3)C(=O)N21	7	-1	3	-1	-4.2	0.8	-0.8	7	4.2
CN(C)c1ccc(P(=O)(OC2CCCCC2)C(Nc2ccccc2)c2cccnc2)cc1 (configuration not stated)	9	-44	-2	0	-2.1	-10	-1.1	-7	2.5
c1ccc(Cn2ncc3c(N4CCOCC4)ncnc32)cc1	-1	-1	3	-2	-2.3	-0.1	-1.9	-11	1.0
Cc1cc(Cl)ccc1NC(=O)C1CCCN1C(=O)c1cccs1 (configuration not stated)	-1	2	2	-3	2.2	0.0	.	-5	0.1
COC(=O)c1ccc2cc(OC)cc([N+](=O)[O-])c2n1	-4	-6	12	-1	-3.3	-0.6	.	0	.
CC(CNC(=O)CN1C(=O)NC2(CCCCC2C)C1=O)c1ccccc1 (configuration not stated)	2	-4	-8	2	-4.2	-0.3	.	-2	.
CCC(=O)Nc1ccc(Nc2nc(Cl)nc(Nc3ccc(NC(=O)CC)cc3)n2)cc1	1	-5	4	-4	-0.4	-0.5	.	-11	0.6
CN(Cc1cccs1)C(=O)Cn1cnc2ccccc2c1=O	1	1	0	2	-2.0	0.8	.	13	1.8
CC(C)c1nc(-c2ccccn2)no1	-2	6	2	-1	-0.3	3.5	21	3	-3.3
